High-throughput results (PubChem)
FBW7 act: activators of human E3 ligase FBW7. 0.13% of 650,000 active. AlphaScreen FBW7–phospho-cyclin E peptide binding, activator screen. Q969H0. normalized activity (activation), % at 26.1 µM; in the data active means normalized activity above about 1.9%;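 further: purified mutant Fbw7 with reduced substrate affinity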
TEAD-YAP inh: TEAD-YAP interaction inhibition; AID 1259422; HEK-TIYL cells, TEAD-Gal4/YAP UAS-luciferase luminescence; inhibition, % at 9.12 µM; 1.4% of 640,000 active; in the data active means inhibition above about 32%;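 further: 0% = median of test compound wells and 100% = reference inhibitor wells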
MITF primary: blocks human microphthalmia-associated transcription factor; 0.91% of 650,000 active; AlphaScreen MITF homodimerization, bead proximity signal; AID 1259374; inhibition, % at 2.6 µM; O75030; in the data active means inhibition above about 50%;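 further: 0% = vehicle wells with protein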
GPR151 activ: human GPR151 activation; Q8TDV0; PathHunter beta-arrestin GPR151 cells, luminescence; activation, % at 11.2 µM; 1% of 650,000 active; in the data active means activation above about 4.9%;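 further: 0% = median of compound wells and 100% = cells with positive control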
Target sequence (Q8TDV0 whole entry, looked up): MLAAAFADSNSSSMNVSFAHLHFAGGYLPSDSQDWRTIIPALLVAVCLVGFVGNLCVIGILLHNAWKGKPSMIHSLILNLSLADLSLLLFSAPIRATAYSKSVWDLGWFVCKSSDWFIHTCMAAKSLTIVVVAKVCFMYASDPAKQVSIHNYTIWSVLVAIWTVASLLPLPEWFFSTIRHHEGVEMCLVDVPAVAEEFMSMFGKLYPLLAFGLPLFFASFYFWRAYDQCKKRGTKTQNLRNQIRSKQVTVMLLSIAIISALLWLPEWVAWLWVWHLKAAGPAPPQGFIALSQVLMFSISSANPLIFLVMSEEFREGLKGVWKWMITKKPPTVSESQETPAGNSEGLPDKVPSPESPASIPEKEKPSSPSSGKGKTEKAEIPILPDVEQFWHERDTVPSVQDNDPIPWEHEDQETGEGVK
* marks the source's active call; other numbers are inactive results; / = no result given. Hits appear at their usual frequency; any-hit rate near 3.5%.

Order of values – FBW7 act	GPR151 activ	MITF primary	TEAD-YAP inh
CCCOC1CCCN(C(=O)CCc2nnc(-c3ccc4c(c3)OCO4)o2)C1 (stereo not drawn)
  0.2	1.1	12	-35
CC(=O)Oc1ccc2nc(CN3C(=O)c4ccccc4C3=O)oc(=O)c2c1
  0.3	0.0	11	-1
O=C(Nc1ccccc1C(=O)Nc1ccccc1Cl)c1ccccc1Cl
  -0.1	0.0	-10	15
Cc1cc(C)n(CNc2nonc2C(N)=O)n1
  0.0	-0.2	-3	-1
COc1ccc(OC)c(CNc2cc(C)nc3nc(C)nn23)c1
  -0.5	0.4	-5	-2
COCCNC(=O)Cn1ncn2c(cc3sc(C)cc32)c1=O
  0.1	-0.3	0	-8
CCN1CCN(CCCNC(=O)c2ccc(Cn3c(=S)[nH]c4ccc(Br)cc4c3=O)cc2)CC1
  0.3	-1.0	7	3
COc1ccc(CN2CCCC2CO)cc1OC (stereo not drawn)
  0.1	2.3	19	11
COc1cc(C=O)ccc1OCc1nnnn1-c1ccccc1
  2.0*	-0.6	17	11
CCn1nnc(NC(=O)COc2ccc(C(C)C)cc2)n1
  0.1	1.0	-6	-6
Cc1ccc(-c2noc(CCC(=O)N(C)c3ccc(Br)cc3)n2)cc1
  0.1	-0.2	9	3
CN(CC(=O)Nc1ccccc1F)S(=O)(=O)c1ccc(Br)cc1
  0.5	-0.3	9	8
O=C(Nc1ccccc1)N(O)C(C[N+](=O)[O-])c1ccco1 (stereo not drawn)
  -0.1	1.2	8	2
O=C1CCC(=O)N1Oc1c(F)c(F)nc(F)c1F
  0.0	0.1	2	10
CN(C)c1ccc(NP2(=O)C=C(c3ccccc3)OC(c3ccccc3)=C2)cc1
  -0.4	-0.3	19	3
CC(C)c1ccc(NC(=O)C(c2ccccc2)N(C)C(=O)c2ccc(=O)[nH]c2)cc1 (stereo not drawn)
  -0.1	8.7*	1	-7
c1ccc2c(Nc3nc4ncnc(NCCN5CCOCC5)c4[nH]3)nccc2c1
  -0.2	-2.3	15	-15
COc1cc(/C=N\NC(=O)CN2CCN(C)CC2)cc(OC)c1O
  -0.3	-0.7	-10	7
CCOC(=O)C(Cc1ccccc1)C(=O)Nc1cccc(C)c1 (stereo not drawn)
  0.0	0.6	2	5
CC1OC2C(OC1C)N(S(C)(=O)=O)CCN2S(C)(=O)=O (stereo not drawn)
  0.0	1.0	-3	10
CC(C)C(C#N)c1ccc(N2CC(O)=C(c3ccccc3)C2=N)cc1 (stereo not drawn)
  0.1	-1.1	7	17
COc1cccc2sc(N3CCN(C(=O)c4cnccn4)CC3)nc12
  0.1	-1.2	13	8
COC(=O)Nc1ccc(S(=O)(=O)NCCCCCC(=O)O)cc1
  -0.2	0.0	-6	-7
O=C(Cc1ccc([N+](=O)[O-])cc1)Nc1c[nH]c(=O)[nH]c1=O
  -0.2	-0.8	0	1
Cc1ccc(N)cc1NC(=O)c1ccc(Cl)cc1Cl
  -0.2	1.7	0	-9
CC1(C)Cc2ccccc2-c2nnc(SCC(=O)Nc3ccccc3N3CCOCC3)n21
  0.0	0.3	-7	5
O=C(O)c1nc2nc3c(c(=O)n2[nH]1)CCC3
  -0.2	-0.7	-7	-1
COc1ccccc1C(=O)NCC(=O)N/N=C(\C)c1ccc(C(C)(C)C)cc1
  -0.1	-0.3	15	-2
CC(C)(C)CC(C)(C)NC(=O)c1ccccc1I
  0.1	2.1	4	-4
Cc1cccn2c(=O)c3cc(C(=O)NCCCn4ccnc4)sc3nc12
  0.0	-0.1	6	5
O=C1CN(C(=O)COC(=O)CCc2c[nH]c3ccccc23)c2ccccc2N1
  0.1	-1.0	2	1
O=C(Nc1ccc(I)cc1)c1ccc2c(c1)OCO2
  0.0	-1.0	-4	-88
COc1ccc(CN[C@H]2C[C@H]3C(=O)N[C@@H](C(C)C)C(=O)N3C2)cc1
  0.1	-0.2	16	7
CCOc1ccc(C2=NC(c3cc(Br)ccc3OC)NC(c3cc(Cl)ccc3O)C2)cc1 (stereo not drawn)
  0.3	-0.8	8	5
CC(C)(C)c1ccc(-c2nc(Cc3ccc(Cl)cc3)no2)cc1
  0.4	1.0	10	6
CCOP(=O)(c1ccccc1)c1ccccc1
  0.0	-1.1	18	8
CCn1c2ccccc2c2nnc(SCC(=O)Nc3cccc4ccccc34)nc21
  0.0	-1.1	4	2
NC(=O)c1oc2ccc(Cl)cc2c1N
  0.2	-1.2	6	10
Cc1ccc2nc(NC(=O)CN3C(=O)C4C5C=CC(C5)C4C3=O)sc2c1 (stereo not drawn)
  0.0	-0.1	-14	-46
COC(=O)c1ccc(NC(=O)CSc2ncnc3ccccc23)cc1
  0.1	-0.5	10	0
O=C(O)CCNC(=S)Nc1ccccc1
  0.4	-0.3	11	8
CCCn1ncc(CN2CCN(CC(C)(C)C)C(CCO)C2)c1C (stereo not drawn)
  0.1	0.5	8	7
CCN1C(=O)CCc2cc(NS(=O)(=O)c3cccc(F)c3)ccc21
  0.2	-1.1	10	-2
O=C1C2CC=CCC2C(=O)N1c1ccc(Oc2ccc(Cl)cc2Cl)cc1 (stereo not drawn)
  -0.1	0.2	-5	4
CCOc1ccc(-n2c(SCC(=O)c3cccs3)nc3sc4c(c3c2=O)CCCC4)cc1
  0.1	1.4	-3	-13
CCOC(=O)C1=C(N)N(c2ccccc2C(F)(F)F)C2=C(C(=O)CCC2)C1c1ccc2c(c1)OCO2 (stereo not drawn)
  0.4	0.2	13	1
CCOc1cc(/C=N/NC(=O)C(=O)Nc2cccc(OC)c2)ccc1O
  0.7	-2.5	14	-5
CCOCCCNC(=O)c1ccc2nc3[nH]c4ccccc4c3nc2c1
  0.1	-0.7	5	-53
O=C(/C=C/c1cn(CC(O)CN2CCOCC2)c2ccccc12)c1cccs1 (stereo not drawn)
  0.0	1.8	3	4
N#Cc1c(-c2ccc(-c3ccc(F)c(Cl)c3)o2)c(C#N)c2nc3ccccc3n2c1N
  -0.1	1.4	-4	-4
O=C(CN1CCN(Cc2ccccc2F)C1=O)NC1CCCCCCC1
  -0.3	0.2	-10	5
CC(C)c1ccc(NC(=O)N2CCN(c3ccc(-c4ccco4)nn3)CC2)cc1
  0.1	0.1	12	-8
Cc1ccc(OCCSc2nnnn2C2CCCCC2)cc1
  0.7	0.9	11	-20
CCOc1ccc(/C=N/NC(=O)c2[nH]c3ccc([N+](=O)[O-])cc3c2C)cc1
  -0.1	0.4	1	4
COc1ccc(S(=O)(=O)N(CC(=O)Nc2ccc(OC)c(Cl)c2)c2ccc(C)cc2)cc1
  -0.1	0.0	-5	-5
COc1cc([N+](=O)[O-])ccc1NC(=S)NC(C)C1CCCO1 (stereo not drawn)
  -0.1	3.0	-19	9
CC(=O)S[C@@H]1CC2=CC(=O)CCC2(C)[C@H]2CCC3(C)[C@@H](CC[C@@]34CCC(=O)O4)[C@H]12 (stereo partly drawn)
  0.4	0.7	15	/
COc1ccc(C2=NN(CC(=O)NC3CCCCC3C)C(=O)CC2)cc1 (stereo not drawn)
  -0.1	-0.1	-8	4
Cc1ccc(CN2CCc3nnc(CCNC(=O)c4ccco4)n3CC2)c(C)c1
  -0.1	-0.2	10	8
O=C(CSc1nnc(-c2ccc([N+](=O)[O-])cc2)o1)Nc1ccc(Br)cn1
  0.6	3.0	19	0

The list goes on:
Order of values – FBW7 act	GPR151 activ	MITF primary	TEAD-YAP inh
O=C(COc1ccccc1)Nc1ccc(S(=O)(=O)N2CCCC2)cc1
  0.0	1.3	-4	5
Cc1ccccc1CC1(CO)CCCN(Cc2ccc(OCCO)cc2)C1 (stereo not drawn)
  0.0	-2.5	14	9
Cn1cnnc1Sc1nc2c(c(=O)n(C)c(=O)n2C)n1Cc1cccc(Cl)c1
  0.5	-0.8	22	13
Cc1c(Cl)cccc1NC(=O)C(=O)NCc1ccco1
  0.6	-1.4	-6	-17
N=c1n(CCN2CCCCC2)c2ccccc2n1CC(O)c1ccc(Cl)c(Cl)c1 (stereo not drawn)
  -0.2	2.2	-12	8
NC(=O)c1ccsc1NC(=O)CSc1nnc(-c2ccccc2)c(-c2ccccc2)n1
  0.2	-1.4	6	10
O=C(CN1C(=O)C2CC=CCC2C1=O)Nc1ccc(-c2nnc3n2CCCCC3)cc1 (stereo not drawn)
  0.1	-0.5	14	1
O=C1CC(=O)N(c2ccc(Cl)c(Cl)c2)N1
  0.8	0.3	2	8
CCOCCCNC(=O)C(C)n1c2ccccc2c2nc(=O)cc(C)n21 (stereo not drawn)
  0.8	1.9	8	9
COc1ccc(S(=O)(=O)Nc2cccc([N+](=O)[O-])c2)cc1C
  -0.2	-1.4	-6	2
O=C(c1ccc(Cl)c([N+](=O)[O-])c1)N1CCN(Cc2ccc3c(c2)OCO3)CC1
  -0.3	1.7	6	8
COc1ccccc1NC(=O)c1ccc(NC(=O)C2CC(=O)OC23CCCCC3)cc1 (stereo not drawn)
  0.0	1.5	16	-7

Entries listed so far with a Cl atom, in the order listed:
Order of values – FBW7 act	GPR151 activ	MITF primary	TEAD-YAP inh
O=C(Nc1ccccc1C(=O)Nc1ccccc1Cl)c1ccccc1Cl
  -0.1	0.0	-10	15
Cc1ccc(N)cc1NC(=O)c1ccc(Cl)cc1Cl
  -0.2	1.7	0	-9
CCOc1ccc(C2=NC(c3cc(Br)ccc3OC)NC(c3cc(Cl)ccc3O)C2)cc1 (stereo not drawn)
  0.3	-0.8	8	5
CC(C)(C)c1ccc(-c2nc(Cc3ccc(Cl)cc3)no2)cc1
  0.4	1.0	10	6
NC(=O)c1oc2ccc(Cl)cc2c1N
  0.2	-1.2	6	10
O=C1C2CC=CCC2C(=O)N1c1ccc(Oc2ccc(Cl)cc2Cl)cc1 (stereo not drawn)
  -0.1	0.2	-5	4
N#Cc1c(-c2ccc(-c3ccc(F)c(Cl)c3)o2)c(C#N)c2nc3ccccc3n2c1N
  -0.1	1.4	-4	-4
COc1ccc(S(=O)(=O)N(CC(=O)Nc2ccc(OC)c(Cl)c2)c2ccc(C)cc2)cc1
  -0.1	0.0	-5	-5
Cn1cnnc1Sc1nc2c(c(=O)n(C)c(=O)n2C)n1Cc1cccc(Cl)c1
  0.5	-0.8	22	13
Cc1c(Cl)cccc1NC(=O)C(=O)NCc1ccco1
  0.6	-1.4	-6	-17
N=c1n(CCN2CCCCC2)c2ccccc2n1CC(O)c1ccc(Cl)c(Cl)c1 (stereo not drawn)
  -0.2	2.2	-12	8
O=C1CC(=O)N(c2ccc(Cl)c(Cl)c2)N1
  0.8	0.3	2	8
O=C(c1ccc(Cl)c([N+](=O)[O-])c1)N1CCN(Cc2ccc3c(c2)OCO3)CC1
  -0.3	1.7	6	8
